PHOSPHO1 block = blocks human PHOSPHO1 phosphatase activity; recombinant PHOSPHO1, absorbance phosphatase assay; inhibition, % at 13.3 µM; actives 1.1% (n = 290,000); AID 1565; in the data active means inhibition above about 60%
NALP1 yeast inh = inhibitors of NALP1 inflammasome in yeast; actives 0.61% (n = 280,000); inhibition, % at 10 µM; S. cerevisiae NALP1/ASC/caspase-1 growth, X-gal OD620, 72 h; in the data active means inhibition mostly above about 24%, no sharp cut-off; inactive means mostly below about 32%; further: some compounds called inactive have numbers as strong as hits
MEKK3 PB1 HTS = modulators (inhibitors or enhancers) of MEK5 binding to human MEKK3 PB1 domain | binding response (% of control), % at 10 µM | Q99759 | actives 1.4% (n = 290,000) | bead-based flow cytometry, Alexa488-MEK5 binding to MEKK3; actives lie on both sides; 0 = blocked by unlabeled MEK5, 100 = vehicle | AID 1529;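 active means binding response more than 3 SD above or below the average of its plate-row segment, actives on both sides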;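 further: Alexa488 bead fluorescence after subtracting the streptavidin-only scavenger bead signal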
MEKK2mut PB1 HTS = signal of MEK5 binding to mutant human MEKK2 PB1 domain. bead flow cytometry, Alexa488-MEK5 binding to MEKK2 mutant. percent response, % at 10 µM. actives 0.35% (n = 290,000). AID 1530; in the data active means percent response above about 24%, passing the limit was not always enough; further: inactives centre near 1; some results filed as inactive read as strong as hits; reference of the scale not given here
GPR7 antagonist = human neuropeptides B/W receptor 1 antagonism; P48145; GPR7-expressing cells, fluorescence antagonist assay; inhibition, % at 4.4 µM; actives 1.1% (n = 290,000); AID 1861; in the data active means inhibition above about 16%, passing the limit was not always enough;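 further: cells stimulated with the agonist NPW; 0% = agonist with vehicle and 100% = vehicle without agonist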
Target sequence (P48145 whole entry, looked up): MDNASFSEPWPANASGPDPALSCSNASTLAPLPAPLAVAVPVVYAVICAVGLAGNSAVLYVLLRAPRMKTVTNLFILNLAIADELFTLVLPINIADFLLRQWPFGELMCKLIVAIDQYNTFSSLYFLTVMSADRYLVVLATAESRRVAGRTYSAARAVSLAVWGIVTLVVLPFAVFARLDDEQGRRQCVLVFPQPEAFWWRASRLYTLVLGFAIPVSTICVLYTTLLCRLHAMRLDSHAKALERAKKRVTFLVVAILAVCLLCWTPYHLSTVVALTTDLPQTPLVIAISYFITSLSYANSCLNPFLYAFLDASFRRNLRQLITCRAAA
MEKK2wt PB1 HTS = raises or lowers MEK5 binding to wildtype human MEKK2 PB1 domain; binding response (% of control), % at 10 µM; Q9Y2U5; actives 1.1% (n = 290,000); bead flow cytometry, Alexa488-MEK5 binding to MEKK2 WT; actives lie on both sides; in the data active means binding response below about 67% or above about 130%
FID counter = counter-screen for HCV NS3 helicase inhibitors: DNA intercalator displacement; actives 0.17% (n = 290,000); inhibition, % at 7.9 µM; DNA fluorescent intercalator displacement, fluorescence; in the data active means inhibition above about 37%;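 further: 0% = vehicle and 100% = reference compound; higher means more ethidium bromide displaced from hairpin DNA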
PfM18AAP inh = blocks P. falciparum M18 aspartyl aminopeptidase. recombinant PfM18AAP, H-Glu-NHMec fluorogenic cleavage. inhibition, % at 7.35 µM. actives 1.2% (n = 290,000). AID 1822;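 active means inhibition above the campaign mean inhibition over all tested compounds plus 3 SD, cut at about 28% in these data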;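 further: 0% = plate median of test compound wells and 100% = 2 mM ZnCl2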
OXTR ag = activates the human oxytocin receptor; activation, % at 3 µM; CHO-OTR cells, Fluo-8 calcium fluorescence; normalized: DMSO 0%, oxytocin 100%; actives 0.32% (n = 320,000);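 active means activation above the mean of all tested compounds plus 3 SD, cutoff set per screening run, cut at about 20% in these data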;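 further: peak over basal fluorescence ratio from a 100 s FLIPR kinetic read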
Target sequence (P30559 whole entry, looked up): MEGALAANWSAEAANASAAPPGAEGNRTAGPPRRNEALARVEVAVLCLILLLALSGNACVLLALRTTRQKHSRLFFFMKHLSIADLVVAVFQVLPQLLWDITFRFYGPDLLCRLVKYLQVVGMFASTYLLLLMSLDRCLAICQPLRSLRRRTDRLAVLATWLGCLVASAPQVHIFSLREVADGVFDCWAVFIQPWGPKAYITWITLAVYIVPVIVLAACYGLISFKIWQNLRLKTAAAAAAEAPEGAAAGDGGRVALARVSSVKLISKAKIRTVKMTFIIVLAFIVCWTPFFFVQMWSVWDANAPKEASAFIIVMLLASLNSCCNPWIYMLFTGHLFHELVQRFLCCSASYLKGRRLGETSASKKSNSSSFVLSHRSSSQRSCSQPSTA
Numbers without * were called inactive; · = not tested or not shown.

mol	PHOSPHO1 block	NALP1 yeast inh	MEKK3 PB1 HTS	MEKK2mut PB1 HTS	GPR7 antagonist	MEKK2wt PB1 HTS	FID counter	PfM18AAP inh	OXTR ag
CC1CCCCN1S(=O)(=O)c1ccc(N(C(=O)c2cnccn2)C(C(=O)NC2CCCC2)c2cccs2)cc1 (stereo unspecified)	-18.2	19.7	99.0	-2.0	7.7	97.0	-35.1	0.3	-3.6
CC(/C=C/c1ccco1)=N/NC(=O)c1ccccc1Cl	41.9	9.8	104.0	-1.0	11.4	107.0	-5.2	1.6	-1.6
CC(=O)c1ncnn1CC(=O)c1ccc(Cl)cc1Cl	-7.5	8.7	59.0	-11.0	5.0	77.0	0.6	1.3	1.3
COc1ccc(C(=O)Nc2ccccc2N2CCOCC2)cc1Br	·	·	·	·	6.2	·	-4.6	4.2	-1.0
Cc1ccc([C@@H]2[C@@H]3C(=O)N(C)C(=O)[C@@H]3[C@@H]3C(=O)Nc4ccccc4C(=O)N23)cc1	20.9	17.1	104.0	-1.0	-2.2	103.0	-10.3	2.3	-0.3
CC(C)c1ccc(C(O)c2cnc(C(C)C)n2C)cc1 (stereo unspecified)	-26.1	14.3	103.0	3.0	-7.0	105.0	-1.0	3.4	0.8
Brc1ccccc1Cn1c(-c2cscn2)nc2ccccc21	-1.7	-6.6	100.0	5.0	-9.9	97.0	-19.6	-8.0	-1.4
C=CCN1C(=O)N(c2ccccc2)C(=O)C1CC(=O)Nc1ccc(OC)cc1 (stereo unspecified)	13.9	23.6	101.0	4.0	9.1	103.0	-8.0	-13.3	0.0
Cc1cccc2c(=O)c(C(=O)NCCc3ccccc3)c[nH]c12	8.5	15.5	112.0	6.0	-8.7	111.0	-5.2	-1.1	2.4
COc1ccc(C(C(=O)NCC2CCCO2)N(Cc2cccs2)C(=O)c2snc(C(N)=O)c2N)cc1 (stereo unspecified)	-2.8	13.4	104.0	1.0	-7.7	97.0	-45.1	2.5	4.5
CCOCCCn1c(C)nc2c(c1=O)c1nc3ccccc3nc1n2-c1ccc(C)cc1	8.5	17.3	98.0	-2.0	-11.2	94.0	0.6	-14.3	0.7
Cc1c(S(=O)(=O)Nc2ccc(Oc3ccccc3)cc2)c(=O)n(C)c(=O)n1C	38.1	10.6	106.0	10.0	-19.9	113.0	-28.7	4.1	2.9
CCOCCCn1c(SCC(=O)NC2CCCC2)nc2ccccc2c1=O	-6.7	13.1	100.0	-2.0	5.9	102.0	-37.1	-5.5	-0.6
N#C/C(=C\c1cccs1)C(=O)NCC1CCCO1 (stereo unspecified)	28.3	-2.9	97.0	-5.0	-4.0	95.0	1.8	-2.4	0.1
CC#CC[N+](C)(C)CCCCCCCC	31.6	·	100.0	-1.0	2.5	102.0	1.7	-16.7	-0.4
CCC(=O)N1CCc2cc(S(=O)(=O)CCC(=O)N3CCN(c4ccc(C(C)=O)cc4)CC3)ccc21	-21.6	13.3	103.0	6.0	-12.4	102.0	-34.2	3.4	6.2
CNC(=O)C1Cc2ccccc2CN1S(=O)(=O)c1ccc(OC)c(OC)c1 (stereo unspecified)	8.5	30.0	98.0	-2.0	-3.3	99.0	-6.5	-0.9	-0.4
CC1CCc2c(nc3nc[nH]n3c2=O)C1 (stereo unspecified)	0.5	-4.7	91.0	-6.0	-1.2	92.0	2.9	16.2	-0.5
COc1ccc(C(=O)C2CCN(C(=O)c3ccc(F)cc3)CC2)cc1	30.5	18.7	100.0	2.0	1.8	106.0	-19.6	-1.1	3.2
O=S(=O)(Nc1cccc2[nH]ncc12)c1cccs1	1.2	1.4	99.0	2.0	-5.0	96.0	0.3	-7.0	-0.3
NC(=O)C1(N2CCCCC2)CCN(C(=S)Nc2ccc(F)c(Cl)c2)CC1	54.1	0.1	102.0	1.0	-15.0	99.0	-2.7	-2.9	6.7
N#Cc1cc(-c2ccccc2)nnc1Oc1ccccc1	12.2	-2.0	99.0	1.0	-1.9	104.0	3.0	-1.4	-2.1
NNC(=O)c1ccc(COc2cccc3ccccc23)cc1	-3.4	32.3	94.0	-4.0	-0.8	85.0	-12.0	0.7	3.7
CCC(C(=O)NCCC(C)C)n1ccc2cc(S(=O)(=O)N3CCCCC3)ccc21 (stereo unspecified)	62.9*	-2.0	91.0	0.0	13.2	94.0	-42.7	1.0	8.7
CNc1ccc([N+](=O)[O-])cc1C(=O)O	40.9	8.2	101.0	2.0	-11.1	99.0	2.2	-10.3	0.8
CCCCC(SCC(=O)Nc1ccccc1)C(=O)O (stereo unspecified)	-13.6	8.8	99.0	2.0	0.0	98.0	-3.2	22.0	0.9
COc1ccc(CN2C(=O)NC3(CCCC3)C2=O)cc1F	23.3	-13.2	75.0	-9.0	-3.2	80.0	-7.2	-11.6	-0.3
O=C1N=C(N2CCCCC2)S/C1=C\c1ccccc1F	22.9	5.6	102.0	7.0	-3.3	101.0	-18.8	17.7	-0.8
O=C(O)c1ccccc1OCCN1CCCC1=O	-7.2	-8.1	98.0	5.0	0.2	104.0	-2.6	-2.0	0.4
CNC(=S)NC12CC3CC(CC(C3)C1)C2	12.6	13.1	102.0	-1.0	0.0	101.0	-8.8	1.7	1.8

Next entries follow.
mol	PHOSPHO1 block	NALP1 yeast inh	MEKK3 PB1 HTS	MEKK2mut PB1 HTS	GPR7 antagonist	MEKK2wt PB1 HTS	FID counter	PfM18AAP inh	OXTR ag
O=C(CN1C(=O)/C(=C2\SC(=S)N(C3CCS(=O)(=O)C3)C2=O)c2ccccc21)Nc1ccccc1 (stereo unspecified)	8.6	38.5	95.0	5.0	3.5	123.0	-7.5	12.2	0.1
Cc1cc(NC(=O)CN2C(=O)NC(C)(c3ccc(Cl)cc3)C2=O)no1 (stereo unspecified)	12.5	15.6	88.0	-9.0	0.1	88.0	-6.1	1.3	4.5
COc1ccc(CCNC(=O)CCN2C(=O)COc3ccc(C)cc32)cc1OC	48.1	3.3	105.0	8.0	-4.1	107.0	-25.9	-2.9	0.0
O=C(O)C1Cc2ccccc2CN1C(=O)c1ccccc1Cl (stereo unspecified)	2.2	13.8	109.0	4.0	-3.4	108.0	-4.2	-1.6	-0.1
COc1cc(C)ccc1OCCOc1c(C)cc(Cl)cc1Cl	-17.3	22.0	119.0	0.0	-13.7	103.0	-0.5	-8.2	-1.8
COC(=O)C1=NN(C(=O)c2ccc(Br)cc2)C(O)(C(C)(C)C)C1 (stereo unspecified)	20.0	12.7	101.0	4.0	-8.0	104.0	-19.9	8.2	·
O=C(O)c1cccc(S(=O)(=O)Nc2ccc(O)cc2Sc2nc3ccccc3s2)c1	9.5	6.2	95.0	-1.0	-6.7	97.0	-29.7	13.6	0.3
CCOc1ccccc1NC(=O)CN(c1ccc(OC)cc1OC)S(=O)(=O)c1ccccc1[N+](=O)[O-]	43.9	-0.8	107.0	-2.0	10.1	102.0	5.2	3.1	0.4
Oc1c(Br)cc(Br)cc1CNc1cnc2ccccc2c1	39.0	15.9	102.0	-5.0	14.9	99.0	-5.1	-14.4	5.5
COc1cc(C2C(C(=O)c3cccs3)=C(O)C(=O)N2c2cc(C)on2)ccc1O (stereo unspecified)	34.2	-1.5	104.0	3.0	-2.2	106.0	11.4	55.4*	1.1
Cn1cc(CNC(=O)c2ccc3nc(Cc4ccccc4F)oc3c2)cn1	7.7	3.5	101.0	6.0	-11.4	108.0	-25.5	1.0	1.3
Cc1ccc(NC(=O)CC2CCCC2)c(Br)c1	40.3	5.9	103.0	3.0	-8.4	105.0	-11.1	-3.8	-2.0
COc1cccc(NC(=O)CCCOc2cc(=O)n(C)c3ccccc23)c1	-6.0	26.3	99.0	3.0	-2.5	101.0	-12.3	-16.3	-0.7
Cc1cccc(CCNC(=O)c2cc(S(=O)(=O)N3CCCCC3)c[nH]2)c1	9.9	3.8	97.0	0.0	-4.1	95.0	-45.5	-1.1	5.0
COc1ccccc1N(CC(=O)NCC1CCCO1)C(=O)CCC(=O)Nc1cc(C)on1 (stereo unspecified)	37.0	4.2	96.0	-3.0	-9.5	93.0	-28.6	-6.8	-0.1
Cc1cc(C)cc(N2C(=O)C3CC=CCC3C2=O)c1 (stereo unspecified)	7.3	-24.6	106.0	2.0	4.7	100.0	-20.5	11.2	-0.5
Nc1cc(=O)[nH]c(SCc2ccc(Cl)cc2Cl)n1	31.3	-9.5	102.0	2.0	-14.7	102.0	-6.3	-4.4	21.6*
CCCN(CCC)c1ccc(C(O)c2nnc(-c3ccccc3)o2)cc1 (stereo unspecified)	-7.1	12.0	98.0	-1.0	-7.3	96.0	-17.9	-3.1	-1.7
Cc1ccc(NC(=O)Cn2ccsc2=N)c([N+](=O)[O-])c1	24.4	-2.1	91.0	-8.0	-11.1	93.0	3.2	-0.1	-0.1
CCOC(=O)C1=C(c2ccccc2)NC(=O)NC1c1ccc(OC)cc1OC (stereo unspecified)	9.8	11.3	96.0	-1.0	-11.7	96.0	-24.9	-10.2	1.0
CCOC(=O)C1CC(c2ccccc2)=NNC1=O (stereo unspecified)	-4.9	0.5	101.0	1.0	-20.8	105.0	-1.9	-1.4	0.9
COc1cc(CNCCSc2nnnn2C)cc(Br)c1OCc1ccccc1F	3.2	12.5	96.0	-5.0	6.5	104.0	6.9	2.4	4.6
O=C(NNC(=O)c1ccccc1C(=O)O)c1ccc(O)cc1	26.0	12.8	103.0	-7.0	-0.6	102.0	2.8	5.5	-0.2

Four compounds already listed, ordered by molar mass, high to low:
mol	PHOSPHO1 block	NALP1 yeast inh	MEKK3 PB1 HTS	MEKK2mut PB1 HTS	GPR7 antagonist	MEKK2wt PB1 HTS	FID counter	PfM18AAP inh	OXTR ag
COc1cccc(NC(=O)CCCOc2cc(=O)n(C)c3ccccc23)c1	-6.0	26.3	99.0	3.0	-2.5	101.0	-12.3	-16.3	-0.7
Cn1cc(CNC(=O)c2ccc3nc(Cc4ccccc4F)oc3c2)cn1	7.7	3.5	101.0	6.0	-11.4	108.0	-25.5	1.0	1.3
COc1cc(C)ccc1OCCOc1c(C)cc(Cl)cc1Cl	-17.3	22.0	119.0	0.0	-13.7	103.0	-0.5	-8.2	-1.8
Cc1ccc(NC(=O)CC2CCCC2)c(Br)c1	40.3	5.9	103.0	3.0	-8.4	105.0	-11.1	-3.8	-2.0

Source: PubChem BioAssay
